High-throughput results deposited in PubChem BioAssay by several laboratories.
ZTA counter = blocks Epstein-Barr virus ZTA, an EBNA-1 counter-screen; P03206; ZTA-DNA binding, fluorescence polarization; AID 2234; inhibition, % at 11 µM; actives 0.15% (n = 320,000); in the data active means inhibition above about 33%
Target sequence (P03206 whole entry, looked up): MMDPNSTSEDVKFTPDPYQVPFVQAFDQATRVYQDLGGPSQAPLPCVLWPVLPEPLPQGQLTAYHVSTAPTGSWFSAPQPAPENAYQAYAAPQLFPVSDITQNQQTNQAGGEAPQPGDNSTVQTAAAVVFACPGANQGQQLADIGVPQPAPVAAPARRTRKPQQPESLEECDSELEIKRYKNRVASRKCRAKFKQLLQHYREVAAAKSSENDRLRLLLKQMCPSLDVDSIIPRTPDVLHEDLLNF
HCV core dimer = blocks dimerization of HCV core protein; TR-FRET GST/Flag-core106 dimerization, 1536-well; inhibition, % at 5 µM; actives 0.33% (n = 300,000);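 active means inhibition above the mean of all tested compounds plus 3 SD, set per screening campaign, cut at about 45% in these data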
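System – GST-tagged and Flag-tagged HCV core protein residues 1-106 · Repeats – one well for each compound · Technique – TR-FRET 671 and 617 nm emission · Doses – one concentration, 5 µM, in 0.5% DMSO · Times – 4 h, 22.5 °C incubation · Also added – Eu donor and XL665 acceptor anti-tag antibodies · Measure – percent inhibition of core106 dimerization signal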
PP1 inh = counter-screen for PP5 inhibitors: inhibitors of human PP1-alpha; inhibition, % at 6.7 µM; P62136; purified PP1alpha, OMFP fluorescence; actives 0.9% (n = 320,000);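 active means inhibition above the mean inhibition of all tested compounds plus 3 SD, computed separately for each screening campaign, cut at about 15% in these data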
Target sequence (P62136 whole entry, looked up): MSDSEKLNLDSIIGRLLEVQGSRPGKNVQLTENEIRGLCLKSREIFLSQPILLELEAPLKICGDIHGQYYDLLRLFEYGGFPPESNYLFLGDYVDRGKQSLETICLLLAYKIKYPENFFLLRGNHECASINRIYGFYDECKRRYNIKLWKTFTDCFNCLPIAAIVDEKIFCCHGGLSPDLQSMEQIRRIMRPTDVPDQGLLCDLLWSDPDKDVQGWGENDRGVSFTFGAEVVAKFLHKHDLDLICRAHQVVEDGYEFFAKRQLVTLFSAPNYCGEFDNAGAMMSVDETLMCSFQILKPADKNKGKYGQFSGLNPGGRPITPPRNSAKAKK
Efflux pump mplx = blocks antifungal efflux pumps in multiplex yeast assay | S. cerevisiae Candida pump triplex, Nile Red efflux | inhibition, % at 10 µM | actives 0.44% (n = 330,000);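 active means plate passing quality check with inhibition over a set limit, or well fluorescence over plate mean plus 4 SD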;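 further: Nile Red retained in pooled yeast measured as flow cytometry median fluorescence; 0% = buffer negative control and 100% = Enniatin B positive control; higher means more Nile Red kept so more efflux inhibition; some compounds called inactive have numbers as strong as hits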
TPT1 inh = C. albicans TPT1 enzyme inhibition; actives 0.81% (n = 300,000); recombinant caTPT1, FP RNA substrate dephosphorylation; inhibition, % at 5 µM; AID 1962;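 active means inhibition above the mean of all tested compounds plus 3 SD, set per screening campaign, cut at about 24% in these data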;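 further: plate controls were DMSO alone for no effect and ferristatin control at 100 nM for full effect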
PP5 inh = PP5 (human) phosphatase inhibition; P53041; purified PP5c, OMFP substrate fluorescence; inhibition, % at 6.7 µM; actives 0.18% (n = 320,000);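 active means inhibition above the campaign's mean inhibition across all tested compounds plus 3 SD, cut at about 9.5% in these data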;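 further: 0% = DMSO only and 100% = 100 µM cantharidin control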
Target sequence (P53041 whole entry, looked up): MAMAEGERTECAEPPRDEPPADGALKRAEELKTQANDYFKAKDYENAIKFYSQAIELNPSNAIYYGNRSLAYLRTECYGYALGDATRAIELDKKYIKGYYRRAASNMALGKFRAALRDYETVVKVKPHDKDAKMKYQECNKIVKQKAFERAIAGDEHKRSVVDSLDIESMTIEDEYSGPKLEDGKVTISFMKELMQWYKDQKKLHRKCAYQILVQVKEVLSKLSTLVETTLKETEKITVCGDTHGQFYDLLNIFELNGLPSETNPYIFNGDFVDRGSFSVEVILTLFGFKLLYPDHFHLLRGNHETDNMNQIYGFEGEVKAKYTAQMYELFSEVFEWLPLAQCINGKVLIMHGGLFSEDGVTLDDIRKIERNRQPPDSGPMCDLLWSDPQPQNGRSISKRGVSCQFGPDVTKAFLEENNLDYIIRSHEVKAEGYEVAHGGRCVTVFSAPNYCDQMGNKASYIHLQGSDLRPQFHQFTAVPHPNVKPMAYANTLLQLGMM
EBNA-1 inhibitor = blocks EBNA-1 binding to DNA; EBNA-1 DNA binding, fluorescence polarization; AID 1950; actives 0.34% (n = 300,000); inhibition, % at 14.8 µM; in the data active means inhibition above about 28%
Fh CTSL1 inh = counter-screen for PFM18AAP inhibitors: inhibitors of F. hepatica cathepsin L1. recombinant F. hepatica cathepsin L1, Z-Leu-Arg-MCA fluorescence. actives 0.49% (n = 300,000). inhibition, % at 5.96 µM. AID 1906;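 active means inhibition above the mean of all tested compounds plus 3 SD, set per screening campaign, cut at about 17% in these data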;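 further: 0% = plate median of test compound wells and 100% = 1 µM Z-Phe-Ala-diazomethylketone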
PREPL inhibitor = human PREPL enzyme inhibition; inhibition, % at 5.96 µM; actives 0.68% (n = 320,000); recombinant PREPL, fluorescence polarization activity-based probe; AID 2751; Q4J6C6; in the data active means inhibition above about 43%;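 further: 0% = enzyme with DMSO and 100% = wells lacking enzyme; many of its hits are not listed in these tables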
Starred values were filed as active, the others as inactive; . = no result given.

SMILES	ZTA counter	HCV core dimer	PP1 inh	Efflux pump mplx	TPT1 inh	PP5 inh	EBNA-1 inhibitor	Fh CTSL1 inh	PREPL inhibitor
COc1ccccc1NC(=O)c1cccs1	-1	4	0	-0.1	-3	-2.2	6	-2	-2
Cc1ccc(NC(=S)N(CCCN2CCCC2)Cc2cccn2Cc2ccc(Cl)cc2)cc1Cl	9	3	3	-0.1	3	-0.1	0	1	-15
COc1ccccc1CCNS(=O)(=O)CCNC(=O)c1ccccc1	-7	-5	1	-0.1	-1	-0.5	2	2	1
COc1ccc(C)cc1NC(=O)NC(C)c1ccncc1 (centres undefined)	2	-2	1	-0.2	0	-0.2	10	-2	-3
Cc1ccc(NS(=O)(=O)c2c(C)[nH]c(=O)[nH]c2=O)cc1C	0	-2	0	-0.2	-4	-1.6	9	4	6
CC1CCN(S(=O)(=O)c2ccc3c(c2)N(CC(=O)NCc2cccnc2)C(=O)CS3)CC1	-26	-9	-10	-0.1	-6	-0.9	-6	4	10
COCCOC(=O)c1nccnc1C(=O)Nc1ccc(S(=O)(=O)N2CCOCC2)cc1	0	-2	1	0.0	-1	-0.4	-7	-4	2
CCOCC(=O)Nc1cc(C(F)(F)F)ccc1Oc1cccc(Br)c1	19	2	1	-0.1	2	3.0	-3	2	-16
Cc1ccc(S(=O)(=O)N2CCC(C(=O)NNS(=O)(=O)c3ccc(Cl)cc3)CC2)cc1	-24	0	0	-0.3	-2	0.8	-11	1	4
O=C(CN1CCN(c2ccccc2)CC1)Nc1ccccc1C(F)(F)F	2	1	1	0.1	-5	1.3	-10	0	37
COc1ccc(C(=O)N/N=C/c2ccc(OC)c(CN3CCc4cc(OC)c(OC)cc4C3C)c2)cc1 (centres undefined)	19	9	-1	0.1	2	-0.3	-5	2	9
CCOc1cc(C2C(C(=O)O)c3cc(OCC)c(OCC)cc3C(=O)N2C)ccc1O (centres undefined)	-23	0	0	-0.1	0	-5.3	-4	1	13

Laid out differently: eleven of the compounds above
| Structure | ZTA counter | HCV core dimer | PP1 inh | Efflux pump mplx | TPT1 inh | PP5 inh | EBNA-1 inhibitor | Fh CTSL1 inh | PREPL inhibitor |
| --- | --- | --- | --- | --- | --- | --- | --- | --- | --- |
| COc1ccccc1NC(=O)c1cccs1 | -1 | 4 | 0 | -0.1 | -3 | -2.2 | 6 | -2 | -2 |
| Cc1ccc(NC(=S)N(CCCN2CCCC2)Cc2cccn2Cc2ccc(Cl)cc2)cc1Cl | 9 | 3 | 3 | -0.1 | 3 | -0.1 | 0 | 1 | -15 |
| COc1ccccc1CCNS(=O)(=O)CCNC(=O)c1ccccc1 | -7 | -5 | 1 | -0.1 | -1 | -0.5 | 2 | 2 | 1 |
| COc1ccc(C)cc1NC(=O)NC(C)c1ccncc1 (centres undefined) | 2 | -2 | 1 | -0.2 | 0 | -0.2 | 10 | -2 | -3 |
| Cc1ccc(NS(=O)(=O)c2c(C)[nH]c(=O)[nH]c2=O)cc1C | 0 | -2 | 0 | -0.2 | -4 | -1.6 | 9 | 4 | 6 |
| CC1CCN(S(=O)(=O)c2ccc3c(c2)N(CC(=O)NCc2cccnc2)C(=O)CS3)CC1 | -26 | -9 | -10 | -0.1 | -6 | -0.9 | -6 | 4 | 10 |
| COCCOC(=O)c1nccnc1C(=O)Nc1ccc(S(=O)(=O)N2CCOCC2)cc1 | 0 | -2 | 1 | 0.0 | -1 | -0.4 | -7 | -4 | 2 |
| CCOCC(=O)Nc1cc(C(F)(F)F)ccc1Oc1cccc(Br)c1 | 19 | 2 | 1 | -0.1 | 2 | 3.0 | -3 | 2 | -16 |
| Cc1ccc(S(=O)(=O)N2CCC(C(=O)NNS(=O)(=O)c3ccc(Cl)cc3)CC2)cc1 | -24 | 0 | 0 | -0.3 | -2 | 0.8 | -11 | 1 | 4 |
| O=C(CN1CCN(c2ccccc2)CC1)Nc1ccccc1C(F)(F)F | 2 | 1 | 1 | 0.1 | -5 | 1.3 | -10 | 0 | 37 |
| COc1ccc(C(=O)N/N=C/c2ccc(OC)c(CN3CCc4cc(OC)c(OC)cc4C3C)c2)cc1 (centres undefined) | 19 | 9 | -1 | 0.1 | 2 | -0.3 | -5 | 2 | 9 |

(more compounds)
SMILES	ZTA counter	HCV core dimer	PP1 inh	Efflux pump mplx	TPT1 inh	PP5 inh	EBNA-1 inhibitor	Fh CTSL1 inh	PREPL inhibitor
COc1ccc2c(c1)C(=O)N(c1ccccc1C)C(=O)C2(C)C	18	3	-3	-0.1	1	0.1	-2	-5	6
CN(CC(=O)NNC(=O)Cc1ccccc1F)S(=O)(=O)c1ccc(Cl)cc1	-2	0	-5	0.0	-1	-0.7	-5	-2	2
COc1ccc(-c2csc(NC(=O)c3ccc(C(C)(C)C)cc3)c2C(=O)O)cc1	8	16	8	0.1	-1	3.3	-2	2	1
O=C(O)Cc1cn(Cc2cccc(Cl)c2)c2ccccc12	-1	10	-3	-0.1	-4	-2.4	11	5	2
COc1cc(C(=O)Nc2ccc3c(c2)N(C(=O)CN2CCN(C)CC2)c2ccccc2CC3)cc(OC)c1OC	-21	-2	1	0.0	0	2.2	2	-7	-3
Cc1cc(C(=O)NCCCC(=O)O)c(C)o1	2	-14	6	-0.2	1	-0.9	3	-2	4
CCOc1ccc(NC(=O)CN(C)C(=O)c2cccnc2Sc2ccc(Cl)cc2)cc1OCC	1	-4	-4	-0.1	-1	1.6	1	1	12
Cc1cc(NC(=O)COC(=O)c2cccc(O)c2)no1	6	3	-1	-0.1	-1	0.8	2	-4	-1
NC1=NC2=C(CCCC2)C2(CCCCC2)S1	-11	-4	-5	0.1	0	1.0	-7	-9	1
COc1ccc(OC)c(NC(=O)NCCc2cccc(Cl)c2)c1	2	2	-6	0.0	0	1.5	10	-2	-3
Cc1ccc(/C=N/NC(=O)c2ccccn2)s1	4	0	0	-0.1	-4	1.8	-2	6	-3
Cc1ccc(C(=O)OCC(=O)NCCc2ccccc2)cc1C	-12	.	-3	0.0	.	5.3	.	.	2
CCOC(=O)C1=C(O)C(=O)N(C2CCCCC2)C1	6	2	-1	-0.1	-4	-0.3	4	-2	0
C=CCC(C(=O)NC(C)c1ccccc1)C(=O)NC(C)c1ccccc1 (centres undefined)	-6	-8	5	0.4	0	2.0	-14	1	-4
COC(=O)c1cscc1NC(C)=O	3	-6	0	0.2	1	2.7	2	-3	-5
CCCCCCCCOc1ccc(C2CC(=O)NC2=O)cc1 (centres undefined)	-4	5	7	-0.1	-4	4.5	7	2	-6
COc1ccc(CNCCCC(=O)Nc2c(Cl)ccc(C)c2Cl)cc1OC	-7	-11	1	0.2	-3	1.9	-3	0	-7
O=C(Oc1cncc(Cl)c1)c1ccco1	6	-5	3	0.0	-1	2.3	-8	-2	7
O=C(CN1CCCCCCC1)Nc1cc(Cl)cc(Cl)c1	-2	0	0	-0.1	0	-1.9	4	-1	-18
CCC(C(=O)Nc1ccc(C(C)C)cc1)c1ccccc1 (centres undefined)	2	11	0	0.0	0	3.1	4	4	1
O=C(N/N=C/c1ccco1)c1ccc(NC(=O)C2CC2)cc1	-11	3	-4	0.2	-1	1.2	-6	5	10
O=C(O)/C(=C\c1ccccc1OC(F)F)Sc1nnc(-c2ccc(F)cc2)o1	0	1	2	0.0	5	0.8	3	-2	-6
Cc1ccsc1/C=C(\C#N)C(=O)NCCCN1CCOCC1	1	-3	-4	0.0	1	-1.1	-2	-2	6
CC1CCN(S(=O)(=O)c2cn(CC(=O)Nc3ccc(OC(F)(F)F)cc3)cn2)CC1	-9	-10	0	0.0	-2	4.3	0	-4	-5
Cc1ccc(S(=O)(=O)N(C)C)cc1NC(=O)COC(=O)CSc1ccccc1	6	0	-2	0.1	-4	-1.9	-2	-5	-9
COc1ccc(NC(=O)CSc2nnc(-c3ccccc3Cl)n2Cc2ccco2)c(OC)c1	-1	-9	-2	0.1	-4	1.2	-8	-3	28
CC(=O)N1[C@H](Cc2ccccc2)C=C[C@]1(C)C(=O)NCCc1c[nH]c2ccccc12	13	8	-3	.	-1	3.2	11	0	-12
CCOC(=O)c1sc(=S)sc1SCc1cccc(C(F)(F)F)c1	-4	1	-2	0.0	-3	-1.7	13	-1	0
Cc1cc(C)n(-c2cc(N3CCN(C(=O)c4cccc(F)c4)CC3)ccc2[N+](=O)[O-])n1	0	3	-2	0.1	2	1.8	-13	7	14
N#C/C(=C\C=C\c1ccccc1[N+](=O)[O-])C(=O)NCc1ccccc1	5	12	4	0.0	-1	1.6	1	1	15
CN(CC1COc2ccccc2O1)C(=O)c1ccc(Cl)c(S(=O)(=O)N2CCCCCC2)c1 (centres undefined)	-3	.	-3	0.0	.	2.7	.	.	23
C=C(C)CNC(=S)N/N=C/c1ccc(N2CCOCC2)cc1	-3	-14	-3	-0.2	22	0.9	2	4	13
Cc1ccc(C)c(C(=O)COC(=O)CN2C(=O)C3C4C=CC(C4)C3C2=O)c1 (centres undefined)	-9	-2	-1	0.3	3	2.3	-3	1	-10
COc1ccc(CCNS(=O)(=O)c2csc(C(N)=O)c2)cc1OC	-4	7	1	0.0	0	1.5	-4	1	-5
c1ccc(Cn2nnc3c(NCC4CCCO4)ncnc32)cc1 (centres undefined)	-2	-2	6	0.0	1	0.9	2	1	1
COc1ccc(/C=N/NC(=O)C2(O)c3ccccc3-c3ccccc32)cc1	-12	-4	2	-0.3	-3	0.2	-11	0	7
CC(C)NC(=O)NC(=O)CN1C(=O)NC(Cc2c[nH]c3ccccc23)C1=O (centres undefined)	9	10	-2	0.1	2	-1.3	1	-1	40
CC(C)C(=O)Nc1ccc(O)c(-c2csc(N)n2)c1	-14	0	-8	-0.1	-4	1.8	4	1	-6
Cc1nnsc1C(=O)N/N=C/c1cccc(C(F)(F)F)c1	9	-1	4	0.0	-2	2.9	9	3	-9
Cc1cccc(NCc2n[nH]c(=S)n2-c2ccccc2)c1	2	2	-2	0.0	-1	4.1	-4	2	13
COC(=O)C1=C(Nc2ccccc2NS(=O)(=O)c2ccc(C(F)(F)F)cc2Cl)CSC1	8	9	-1	-0.1	-4	0.2	11	3	2
COc1ccc(OC)c(NC(=O)C2CCN(c3ncccn3)CC2)c1	-18	-5	-4	0.0	-1	-0.1	-5	-4	-2
Cc1ccc2[nH]c(O)c(N=Nc3nc4ccccc4s3)c2c1	-7	-21	-2	0.0	1	-0.3	-4	8	19
O=C(Cn1nc(-c2ccc(Cl)cc2)ccc1=O)NCCCN1CCN(Cc2ccccc2)CC1	0	3	1	-5.8	-1	0.8	-7	0	18
Cc1ccc(S(=O)(=O)N2CCC(C(=O)N[C@@H](C)C(=O)Nc3ccc4c(c3)OCO4)CC2)cc1	-7	5	-1	0.2	-1	-4.0	-4	-8	-2
Cc1ccc(S(=O)(=O)N2CCN(C(=O)c3c(-c4ccccc4)noc3C)CC2)c(C)c1	6	2	-2	0.0	-1	0.2	-1	-2	-3
O=C(Nc1ccc(Br)cc1)c1cccc(S(=O)(=O)Nc2ccccn2)c1	-4	-1	2	-0.1	-4	4.5	1	-3	-2
N#Cc1cn(Cc2ccncc2)c(=O)[nH]c1=O	-12	0	-2	0.0	-4	4.3	-9	8	1
Cc1ncc([N+](=O)[O-])n1CCOC(=O)Nc1ccc([N+](=O)[O-])cc1	15	3	-5	-0.1	0	2.6	-5	3	1
COc1ccc(OC)c(N(CC(=O)N2CCCC2)S(=O)(=O)c2ccc(OC)c(OC)c2)c1	7	-4	-3	-0.2	1	1.4	2	5	9
Cc1cc(C)c(NC(=O)CN2C(=O)CC(C)S(=O)(=O)c3ccccc32)c(C)c1 (centres undefined)	5	1	-3	0.0	2	-0.7	3	-1	-4

Only part of the results is shown; the hit share may differ from the screen's.
